CHT block = inhibits the human high affinity choline transporter. 310,000 compounds, 0.86% hits. CHT-expressing cells, membrane potential dye, choline response; hits give low values. Q9GZV3. AID 488975. B-score at 10 µM;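 active = B-score over 3 SD under the library average, and starting fluorescence ratio not unusually high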;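 note: choline stimulus applied at its EC90 after an EC20 pre-addition; B-score computed on integrated fluorescence ratio after choline addition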
Target sequence (Q9GZV3 whole entry, looked up): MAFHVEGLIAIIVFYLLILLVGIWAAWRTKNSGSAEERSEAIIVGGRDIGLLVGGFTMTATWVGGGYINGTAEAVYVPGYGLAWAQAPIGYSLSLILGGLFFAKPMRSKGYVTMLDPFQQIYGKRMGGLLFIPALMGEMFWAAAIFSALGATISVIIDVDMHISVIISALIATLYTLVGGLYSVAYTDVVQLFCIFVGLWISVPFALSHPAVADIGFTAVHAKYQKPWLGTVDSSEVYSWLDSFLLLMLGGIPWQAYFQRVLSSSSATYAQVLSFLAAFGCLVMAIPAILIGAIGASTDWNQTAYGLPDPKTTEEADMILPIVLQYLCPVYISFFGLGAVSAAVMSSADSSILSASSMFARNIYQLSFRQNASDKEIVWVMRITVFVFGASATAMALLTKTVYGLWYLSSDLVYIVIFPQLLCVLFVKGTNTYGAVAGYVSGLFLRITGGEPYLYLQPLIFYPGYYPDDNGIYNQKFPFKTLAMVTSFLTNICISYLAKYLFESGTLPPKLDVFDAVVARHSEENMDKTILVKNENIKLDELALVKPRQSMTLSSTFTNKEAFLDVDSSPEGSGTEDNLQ
Kir21 inh = Kir2.1 (mouse) channel inhibition | P35561 | HEK293-Kir2.1, FluxOR thallium flux fluorescence; hits give low values | B-score at 10 µM | 310,000 compounds, 0.85% hits;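 active = fluorescence ratio B-score at or below minus 3 SD of library scores, with starting-brightness B-score within 2 SD, cut at about -4.2 in these data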;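 note: channel flux triggered by added potassium and thallium sulfate stimulus; B-score of peak minus minimum fluorescence over baseline after thallium stimulus; more negative B-score means stronger Kir2.1 block with less thallium influx; some compounds called inactive have numbers as strong as hits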
Target sequence (P35561 whole entry, looked up): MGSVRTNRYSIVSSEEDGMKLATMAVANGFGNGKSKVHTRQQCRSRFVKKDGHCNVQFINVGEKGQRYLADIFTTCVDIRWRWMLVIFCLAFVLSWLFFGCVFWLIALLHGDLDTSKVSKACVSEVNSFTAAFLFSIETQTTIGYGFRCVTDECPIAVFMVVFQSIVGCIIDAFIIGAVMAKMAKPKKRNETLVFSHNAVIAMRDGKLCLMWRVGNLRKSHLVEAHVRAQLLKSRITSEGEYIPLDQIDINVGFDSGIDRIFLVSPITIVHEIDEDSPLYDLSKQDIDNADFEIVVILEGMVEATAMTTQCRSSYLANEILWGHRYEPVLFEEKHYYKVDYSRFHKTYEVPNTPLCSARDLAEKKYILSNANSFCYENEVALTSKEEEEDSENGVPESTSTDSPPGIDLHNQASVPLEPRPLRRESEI
An asterisk follows results filed as active; i = inactive; nt = no result given.

SMILES	CHT block	Kir21 inh
CC(=O)C1=C(O)C(=O)N(c2cc(C(C)(C)C)on2)C1c1ccc(Br)cc1 (stereo not given)	i	1.37
CCCOc1ccc(NC(=O)CC2Nc3ccccc3NC2=O)cc1 (stereo not given)	i	-0.07
CCN(CC)C(=O)C1CCN(S(=O)(=O)c2c(C)noc2/C=C/c2cccc(C)c2)CC1	i	-2.19
S=C(NCc1ccc(Cl)cc1)NC1CCCCC1	i	1.51
Cc1ccn(C(=O)c2ccc(NC(=O)CC(C)C)cc2)n1	i	-1.58
O=C(N/N=C/c1cccnc1)c1ccc(S(=O)(=O)N2CCCCCC2)cc1	i	-0.42
CCCc1nnc(SCC(=O)N2CCOCC2)n1C	i	-0.2
NC(=O)CSc1nc2sc(-c3ccccc3)cc2c(=O)n1N	i	0.16
Cn1nccc1C(=O)NC1CCN(Cc2ccccc2)CC1	i	-0.29
COc1ccc2c(c1)C(NS(=O)(=O)OCC(Cl)(Cl)Cl)CCC2 (stereo not given)	i	-2.49
Cc1ccc2c(c1)S/C(=C/c1ccc[n+](C)c1)N2CCO	i	-2.39
CCc1c(C)sc(NC(=S)Nc2cccnc2)c1C(=O)OC	i	-0.89
CCOC(=O)CNC(=O)N1CCCC(CCC(=O)NCc2ccc(F)c(F)c2)C1 (stereo not given)	i	-0.45
O=C(O)CSc1ncnc2c1sc1nc(-c3ccccc3)c3c(c12)CCC3	i	-2.23
CCOC(=O)/C=C/C(=O)OCC(=O)Nc1cccc(Cl)c1Cl	i	1.08
Cc1cccc2cc(C(c3nnnn3C3CCCC3)N3CCOCC3)c(=O)[nH]c12 (stereo not given)	i	1.57
Cc1ccc(S(=O)(=O)N/N=C2/CCCCC2C2CCCCC2)cc1[N+](=O)[O-] (stereo not given)	i	0.79
Cc1ccc(/C=N/n2c(C)nnc2C)cc1	i	0.02
COc1ccc(NC(=O)c2c(C)oc3c2CCCC3)cc1	i	-0.83
Cc1ccc(OCCN(C)C(=O)CC2C(=O)NCCN2CC(C)(C)C)cc1 (stereo not given)	i	0.56
COc1ccc(N2C(=NC(=O)C3CCCCC3)SC3CS(=O)(=O)CC32)cc1Cl (stereo not given)	i	1.68
COc1ccc(CN(C)C(=O)c2cccc(C(=O)N(C)Cc3ccc(OC)cc3)c2)cc1	i	-0.05
Cc1ccc(S(=O)(=O)NCCC(=O)OCC(=O)N(Cc2ccccc2)C(C)(C)C)cc1	i	-1.12
CC(CNC(=O)c1cc(Cl)ccc1[N+](=O)[O-])NC(=O)c1cc(Cl)ccc1[N+](=O)[O-] (stereo not given)	i	0.05
CCOC(=O)c1cc(-c2ccccc2)sc1NC(=S)Nc1cc(C)ccn1	i	-0.23
COC(=O)c1sc(S(=O)(=O)N2CCC(C)CC2)c(C(=O)OC)c1C	i	-2.9
CN(C)CCSc1nc(-c2ccccc2)nc2c1CCCC2	i	-0.84
C/C(=N\NC(=O)CSCc1ccc(Cl)cc1)c1ccc(NC(=O)c2ccccc2)cc1	i	-1.01
COc1ccc(-n2c(CN3CCN(c4ccccc4)CC3)nc3ccc([N+](=O)[O-])cc3c2=O)c(OC)c1	i	1.05
CCCCOc1ccc(C(=O)N(C)CC(=O)Nc2ccc(C)cc2)cc1	i	0.54
C#CCSc1nc(-c2ccccc2)cc(C(F)(F)F)c1C#N	i	0.34
O=C(c1cc([N+](=O)[O-])ccc1Cl)N1c2ccccc2Sc2ccccc21	i	-0.73
O=C(O)c1cccc2c(/C=N/Nc3ccccn3)c[nH]c12	i	0.7
CN(CC(=O)Nc1ccccc1Cl)C(=O)COC(=O)c1nc(Cl)c(Cl)c(Cl)c1Cl	i	-1.35
O=C(Nc1ccc(O)c(C(=O)O)c1)c1ccc2c(c1)C(=O)N(CC1CCCO1)C2=O (stereo not given)	i	0.3
CCOC(=O)N1CCN(c2c(NCCc3ccc(OCC)c(OCC)c3)c(=O)c2=O)CC1	i	-0.19
COc1cc(NC(=O)Cn2cnc3sc(C)c(S(=O)(=O)N4CCN(C)CC4)c3c2=O)cc(OC)c1OC	i	-0.18
O=C(NCCOCC(F)(F)C(F)F)c1cc(F)c(F)cc1Cl	i	0.98
CCOc1ccc(CNS(=O)(=O)c2ccc(-c3ccc(=O)[nH]n3)o2)cc1OC	i	0.04
N/C(=N\OC(=O)N1c2ccccc2Sc2ccccc21)c1ccc(Br)cc1	i	-0.49
COc1ccc(-n2c(SCC(N)=O)nc3nc4c(cc3c2=O)COC(C)(C)C4)cc1	i	-0.08
CCOc1ccc(-n2c(=S)sc3c(=O)[nH]c(SCC(=O)NCC4CCCO4)nc32)cc1 (stereo not given)	i	-1.46
COc1ccc(Cl)cc1S(=O)(=O)N1CCCC1	i	-1.86
CCOc1ccc(NC(=O)CCC(=O)Nc2cc(OC)c(NC(=O)c3ccco3)cc2OC)cc1	i	-0.84
CN(C)CC(=O)N1c2ccccc2CCc2ccc(NC(=O)c3ccc(N)cc3)cc21	i	0.93
COc1cc2c(cc1OC)C(C)N(C(=O)c1cc3n(n1)C(C(F)(F)F)CC(c1ccco1)N3)CC2 (stereo not given)	i	-1.06
Cc1ccc(C)c2c1[nH]c1ccccc12	i	-0.29
CC(=O)OCc1cc(=O)n(C)c(=O)n1C	i	0.99
CC1CC(=O)C2=C(C1)Nc1ncnn1C2c1ccccc1 (stereo not given)	i	-0.83
Cc1nc(NC(=O)c2ccc([N+](=O)[O-])cc2Cl)sc1C(=O)N(C)C	i	0.58
CC(=O)Nc1ccc(Oc2ccc(-c3noc(C)n3)cc2)cc1	i	-0.31
Cc1ccc(N=c2oc3cc(O)ccc3cc2C(N)=O)cc1	i	1.15
Cc1cc([N+](=O)[O-])ccc1NC(=O)Nc1ccc(F)cc1F	i	-0.03
COc1ccc(CN2CCNC(=O)C2CC(=O)N(C)Cc2ccon2)cc1OC (stereo not given)	i	0.21
COc1ccc(/C=N/Nc2nc(-c3ccc(Cl)cc3)cc(C(F)(F)F)n2)c(OC)c1	i	-1.75
O=C(NCC(c1ccco1)N1CCN(c2ccc(F)cc2)CC1)OCc1ccccc1 (stereo not given)	i	-0.1
Cc1cccc2c1NC(=O)C2(O)N1CCCC(C)C1 (stereo not given)	i	-0.64
COC(=O)c1[nH]c2ccc(C)cc2c1NC(=O)C(C)N1CCN(C2CCCCC2)CC1 (stereo not given)	i	-1.51
CCn1ncc(C2=NOC(C(=O)Nc3c(C)n(C)n(-c4ccccc4)c3=O)C2)c1C (stereo not given)	i	-0.31
OCCC1CN(Cc2ccc(C(F)(F)F)cc2)CCN1Cc1ccccc1 (stereo not given)	i	-0.22

(further entries)
SMILES	CHT block	Kir21 inh
CSC1=NCCN1C(=O)c1ccc(S(=O)(=O)N(C)C)cc1	i	0.58
O=C(NNC(=O)c1ccc(Oc2cc(Cl)cc(Cl)c2)o1)c1ccccc1	i	-0.94
CCN(CC(=O)Nc1c(F)cccc1F)C(=O)CCc1c[nH]c2ccccc12	i	-0.18
O=C(CCCN1C(=O)c2ccccc2C1=O)NC1=NCCS1	nt	0.98
CCCC(=O)Nc1cc(Cl)ccc1N1CCN(C(=O)CC)CC1	i	-0.05
O=C(c1cc(F)c(F)cc1Cl)N1CCCCC1	i	-1.36
O=c1[nH]c(CN2CCN(CCO)CC2)nc2ccccc12	i	-0.07
O=C(O)c1ccc(NC(=S)NC(=O)c2cccnc2)cc1	i	0.08
COc1ccc(-c2cc3ccccc3n2CC(O)CNCCO)cc1 (stereo not given)	i	-0.44
CCOC(=O)C1C2C=CC3(CN(Cc4cccs4)C(=O)C13)O2 (stereo not given)	i	-0.75
COC(CN(C)C(C(=O)NC1CCCCC1)c1ccccc1)OC (stereo not given)	i	1.72
Cc1ccc(C(=O)OCC(=O)NCc2cccs2)cc1S(=O)(=O)N1CCOCC1	i	1.47

Reprinted from the part before: two entries, then new ones.
SMILES	CHT block	Kir21 inh
COC(CN(C)C(C(=O)NC1CCCCC1)c1ccccc1)OC (stereo not given)	i	1.72
Cc1ccc(C(=O)OCC(=O)NCc2cccs2)cc1S(=O)(=O)N1CCOCC1	i	1.47
O=C(Cc1ccccc1)Nc1ccc2c(c1)C(=O)N(CC1CCCO1)C2=O (stereo not given)	i	-0.1
CCCn1c2c(c(O)c(C(=O)Nc3ccc(OC)cc3)c1=O)CCCC2	i	0.11
Cc1cc(C)n(-c2ccc(C(=O)OCC(=O)c3c(N)n(C)c(=O)n(C)c3=O)cc2)n1	i	-0.45
Cc1cccc(N(Cc2ccccc2)C(=O)c2ccc(CS(C)(=O)=O)cc2)c1	i	1.8
CC1(C)C(=O)Nc2ccccc2N1C(=O)c1ccc([N+](=O)[O-])cc1	i	0.16
O=C(NCCc1ccccc1)C1CCC(CNS(=O)(=O)c2ccccc2)CC1 (stereo not given)	i	2.12
O=C(c1ccco1)N1CCC(c2nc3ccccc3[nH]2)CC1	i	-0.02
COc1ccc(S(=O)(=O)NCC(=O)N(CC(=O)NCC2CCCO2)c2cc(C)ccc2C)cc1 (stereo not given)	i	-1.54
COc1cccc(-c2cc(C(F)(F)F)nc(-n3ccc([N+](=O)[O-])n3)n2)c1	i	1.31
CCN(C(=O)CSc1nnc(-c2ccccc2Br)o1)C1CCS(=O)(=O)C1 (stereo not given)	i	-0.6
Nc1nnn(CC(=O)N/N=C/c2ccccc2Cl)n1	i	0.1
COc1ccc(N(C(=O)CNC(=O)c2ccco2)C(C(=O)NC2CCCC2)c2ccco2)cc1 (stereo not given)	i	1.48

Full records, looked up by structure.
Cc1cc(C)n(-c2ccc(C(=O)OCC(=O)c3c(N)n(C)c(=O)n(C)c3=O)cc2)n1 is listed with CHT block: i; Kir21 inh: -0.45
O=C(c1ccco1)N1CCC(c2nc3ccccc3[nH]2)CC1 is listed with CHT block: i; Kir21 inh: -0.02

Next part
SMILES	CHT block	Kir21 inh
CCCCn1c(NCc2ccncc2)nc2ccccc21	i	-0.48
COc1ccccc1C1C(C(C)=O)=C(O)C(=O)N1c1ccc(O)cc1 (stereo not given)	i	-0.81
CCN(CC)S(=O)(=O)c1ccc2[nH]c(=O)cc(C(=O)NCC(c3ccco3)N3CCCC3)c2c1 (stereo not given)	i	-0.57
Cc1cccc(-c2c(NC(=O)c3ccco3)oc3ccc(Cl)cc3c2=O)c1	i	0.33
Cc1cc(N2CCN(S(=O)(=O)c3ccc(Cl)cc3)CC2)c2ccccc2n1	i	-0.06
CCOC(=O)CSc1n[nH]c(=S)s1	i	-0.1
COc1ccc(NC2CCCN(C(=O)c3ccc(C)c(N4CCNC4=O)c3)C2)cc1 (stereo not given)	i	1.42
CS(=O)(=O)N(CC(=O)NCCSCc1c(F)cccc1Cl)c1ccc2c(c1)OCO2	i	-0.94
Cc1nc2ccccc2n1C(=O)N1CCOCC1	i	2.27
COc1ccc(-n2ncc3c(=O)n(CC(=O)N4c5ccccc5CC4C)cnc32)cc1 (stereo not given)	i	0.68
Cc1cc(C)cc(NC(=O)CCCSc2nc3ccccc3[nH]2)c1	i	-0.44
CCOc1nc(N=C(N)N)nc2c(C)cccc12	i	0.23
NC(=S)Nn1c(CCC(=O)O)ccc1-c1ccccc1	i	-0.17
CC(C)(C)NC(=O)CSc1nsc(SCC(=O)NC(C)(C)C)c1C#N	i	0.05
Cn1cccc1/C=N/NC(=O)c1cccc(OC(F)(F)C(F)F)c1	i	-1.82
O=C(NCc1ccco1)/C(=C\c1cccc([N+](=O)[O-])c1)NC(=O)c1ccco1	i	-0.14
CCN(C(=O)CN1C(=O)/C(=C/c2ccccc2F)SC1=S)C1CCS(=O)(=O)C1 (stereo not given)	i	1
CCC(=NCc1ccc(Cl)c(Cl)c1)c1nc(-c2ccco2)oc1O	i	0.11
Clc1ccc(-c2noc(CN3CCN(c4ccccc4)CC3)n2)cc1	i	0
Cc1nnc(NC(=O)CCn2c(=O)oc3ccccc32)s1	i	-0.18
CCCn1nc2cc(C(=O)NCCc3cccs3)ccc2c1OCC	i	1.57
Cc1cc(=O)oc2cc(OCC(=O)NCC3CCCO3)ccc12 (stereo not given)	i	0.82
CCOc1ccc(-c2csc(/C(C#N)=C\c3ccc(O)c([N+](=O)[O-])c3)n2)cc1	i	0.65
O=C(O)c1ccc(-n2ccnc2)c([N+](=O)[O-])c1	i	-1.36

Continued, starting with the last 7 of the part before.
SMILES	CHT block	Kir21 inh
CCC(=NCc1ccc(Cl)c(Cl)c1)c1nc(-c2ccco2)oc1O	i	0.11
Clc1ccc(-c2noc(CN3CCN(c4ccccc4)CC3)n2)cc1	i	0
Cc1nnc(NC(=O)CCn2c(=O)oc3ccccc32)s1	i	-0.18
CCCn1nc2cc(C(=O)NCCc3cccs3)ccc2c1OCC	i	1.57
Cc1cc(=O)oc2cc(OCC(=O)NCC3CCCO3)ccc12 (stereo not given)	i	0.82
CCOc1ccc(-c2csc(/C(C#N)=C\c3ccc(O)c([N+](=O)[O-])c3)n2)cc1	i	0.65
O=C(O)c1ccc(-n2ccnc2)c([N+](=O)[O-])c1	i	-1.36
COc1ccc(OCC(=O)Nc2ccc(S(=O)(=O)N3CCCC3)cc2)cc1	i	0.94
O=C(NNC(=O)c1ccccc1O)c1ccc(Cl)cc1	i	0.02
CCc1ccc(-c2nc(NC(=S)NC(=O)c3cccs3)sc2C)cc1	i	0.16
Cc1noc(C)c1COc1ccc(C(=O)Nc2ncccc2O)cc1	i	0.02
C/C(Cl)=C/Cc1c(C)[nH]c2ccc(C)cc2c1=O	i	-0.04
CCc1cccc2c(-c3csc(=NC)n3C)c[nH]c12	i	-0.55
O=C(COC(=O)c1cc(Br)c(Br)s1)NCCC1=CCCCC1	i	1.07
Cn1c(CSc2ncccn2)nnc1SCC(=O)N1CCCc2ccccc21	i	-1.31
O=S1(=O)N=C(N2CCOCC2)c2ccccc21	i	0.93
COc1ccc(Oc2cc(C(F)(F)F)cnc2C(N)=O)cc1	i	0.01

Compound activity: PubChem, Johns Hopkins Ion Channel Center
